NPY Y1 blocker = blocks the human neuropeptide Y Y1 receptor; AID 1040; P25929; HEK293-CNG Y1 cells, membrane potential fluorescence; NPY at EC95, then isoproterenol; actives 1% (n = 200,000); inhibition, % at 3.6 µM;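 active = inhibition above the campaign mean inhibition of all tested compounds plus 3 SD, cut at about 20% in these data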;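 note: 0% = DMSO wells given NPY plus isoproterenol and 100% = isoproterenol alone without NPY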
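Material: HEK293 Y1/CNG channel cell line | Also added: NPY (25 nM), isoproterenol (1 µM), Ro 20-1724 (25 µM) | Compound: One concentration, 3.6 µM, in 0.4% DMSO | Schedule: 3 h dye uptake, 1 h room-temperature compound, 45 min post-isoproterenol | Signal: Membrane-potential fluorescent dye readout | Read-out: % inhibition of NPY effect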
RBBP9 inh = human RBBP9 hydrolase inhibition; actives 0.2% (n = 220,000); AID 1515; inhibition, % at 7.94 µM; recombinant RBBP9, FP-Rh probe fluorescence polarization; O75884;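 active = inhibition above the campaign mean of all tested compounds plus 3 SD, cut at about 14% in these data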;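 note: plate controls were DMSO wells with RBBP9 for no effect and wells lacking RBBP9 protein for full effect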
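system = RBBP9 protein | input = RBBP9 at 2.5 µM in dispensed solution, before mixing | measured by = fluorescence polarization (mP), excitation 525 nm, emission 598 nm | incubation = enzyme-compound preincubation 30 min, then probe labeling 45 min, 25 °C | buffer or medium = Tris-NaCl-Pluronic buffer, pH 8.0 | compound = single dose 7.94 µM | also added = FP-Rh probe, 375 nM dispensing solution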
NPY-Y1 PAM-ag = potentiates or activates human NPY-Y1 receptor | NPY-Y1 expressing cells, potentiator/agonist activation | activation, % at 3.6 µM | AID 1304 | P25929 | actives 0.37% (n = 220,000); in the data active = activation above about 33%, passing the limit was not always enough;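 note: cells stimulated with NPY at EC10 then isoproterenol at EC100; 0% = low agonist plus stimulus and 100% = saturating agonist plus stimulus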
Runt-CBFb FRET = inhibitors of human RUNX1 Runt domain binding to CBFb | inhibition, % at 20 µM | AID 1496 | Q01196+Q13951 | actives 0.46% (n = 220,000) | Cerulean-Runt/Venus-CBFb FRET ratio 530/480, 1 h;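 active = inhibition over about 50% at 20 µM in the single-dose screen, limit read from the data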;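 note: 0% = DMSO wells and 100% = excess unlabeled CBFb competitor control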
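Assay system: Cerulean-tagged RUNX1 Runt domain (FRET donor) fusion protein / Amount: 100 nM each of Venus-CBFb and Cerulean-Runt domain / Medium: Tris buffer pH 7.5 with salts and BSA / Also added: Venus-CBFb 100 nM / Schedule: 1 h complex formation plus 1 h compound treatment, room temperature / Signal: FRET fluorescence / Read-out: loss of energy transfer signal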
Runt-SMMHC FRET = Runt domain-CBFb-SMMHC interaction inhibition | Q01196+Q13951 | Cerulean-Runt/Venus-CBFb-SMMHC FRET ratio 530/480, 1 h | inhibition, % at 20 µM | actives 0.74% (n = 220,000) | AID 1434;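 active = mean inhibition across duplicate retests at 20 µM reaching about 50%, limit read from the data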;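 note: 0% = DMSO wells and 100% = wells with excess untagged CBFb-SMMHC; inhibitors lower the FRET ratio by blocking Runt binding to CBFb-SMMHC; some results filed as inactive read as strong as hits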
Hck-Nef inh = human Hck-Nef kinase inhibition | P08631 | Recombinant Hck-YEEI plus Nef, Z-Lyte FRET kinase assay | inhibition, % at 20 µM | actives 0.68% (n = 220,000);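 active = Hck-Nef kinase inhibition above about 50%, limit read from the data; inactive = inhibition below that limit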;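 note: 0% = DMSO with Hck plus Nef and 100% = Hck alone without Nef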
Target sequence (P08631 whole entry, looked up): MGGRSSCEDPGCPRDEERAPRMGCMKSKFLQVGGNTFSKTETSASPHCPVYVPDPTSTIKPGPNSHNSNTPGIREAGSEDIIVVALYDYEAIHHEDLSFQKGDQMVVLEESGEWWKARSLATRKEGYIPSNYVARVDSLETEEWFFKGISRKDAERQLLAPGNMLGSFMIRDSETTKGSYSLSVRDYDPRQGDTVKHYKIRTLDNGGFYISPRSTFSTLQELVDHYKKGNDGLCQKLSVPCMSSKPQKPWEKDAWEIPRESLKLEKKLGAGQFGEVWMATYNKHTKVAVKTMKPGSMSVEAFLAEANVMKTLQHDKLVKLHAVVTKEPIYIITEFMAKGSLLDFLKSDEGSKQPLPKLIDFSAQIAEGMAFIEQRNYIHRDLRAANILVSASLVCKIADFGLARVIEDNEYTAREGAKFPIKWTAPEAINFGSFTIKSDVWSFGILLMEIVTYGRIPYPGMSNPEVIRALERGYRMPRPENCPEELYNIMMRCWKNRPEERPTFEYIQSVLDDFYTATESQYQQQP
MDM2 E3 inh = blocks human Mdm2 ubiquitin ligase activity; actives 0.11% (n = 210,000); cell-based MDM2 ubiquitination luciferase reporter, 2 h; 0 = plate control, 100 = twice control, blank-subtracted; signal enhancement, % at 5 µM; AID 1230; Q00987;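 active = signal enhancement of 30% or more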;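 note: luminescence tracks abundance of the self-degrading MDM2-luciferase fusion protein; higher signal means inhibition of MDM2 E3 ligase activity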
Target sequence (Q00987 whole entry, looked up, the tested form may be a part): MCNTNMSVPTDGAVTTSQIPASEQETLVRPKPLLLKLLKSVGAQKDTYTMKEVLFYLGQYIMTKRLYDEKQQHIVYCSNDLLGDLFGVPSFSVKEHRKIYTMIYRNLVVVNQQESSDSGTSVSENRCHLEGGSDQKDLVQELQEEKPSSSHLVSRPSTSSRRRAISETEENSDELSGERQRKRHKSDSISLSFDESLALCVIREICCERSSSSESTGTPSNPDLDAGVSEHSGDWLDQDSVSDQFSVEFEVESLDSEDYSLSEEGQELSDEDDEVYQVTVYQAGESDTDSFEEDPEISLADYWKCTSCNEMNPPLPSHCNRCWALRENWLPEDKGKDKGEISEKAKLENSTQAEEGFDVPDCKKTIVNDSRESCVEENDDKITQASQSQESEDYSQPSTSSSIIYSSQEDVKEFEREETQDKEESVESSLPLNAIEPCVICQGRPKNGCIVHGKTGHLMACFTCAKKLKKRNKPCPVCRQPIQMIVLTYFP
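test system = mammalian cells stably expressing self-ubiquitinating, self-degrading MDM2 E3–luciferase fusion | quantity = 2000 cells/well | incubation = cell settling 4 h, compound treatment 2 h, both 37 °C | signal = luminescence with SteadyLite reagent, 15 min at room temperature | evaluation = % enhancement relative to plate controls after blank subtraction | benchmarks = plate controls and plate blanks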
p97 inhibitor = blocks human p97 ATPase activity; P55072; recombinant p97 ATPase, Kinase-Glo ATP luminescence, 3 h; inhibition, % at 8 µM; actives 0.42% (n = 220,000); in the data active = inhibition above about 15%;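 note: 0% = DMSO vehicle and 100% = wells lacking enzyme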
NPY-Y2 PAM-ag = potentiators or agonists of human neuropeptide Y receptor Y2 | P49146 | cells expressing NPY-Y2, potentiator/agonist read-out | activation, % at 3.6 µM | actives 0.45% (n = 220,000) | AID 1359; in the data active = activation above about 27%;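 note: cells stimulated with NPY near EC25 plus isoproterenol at EC100; 0% = vehicle plus submaximal agonist and 100% = vehicle plus saturating agonist; some results beyond the cut were filed as inactive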
Active calls of the source: *; · = not tested or not shown.

SMILES	NPY Y1 blocker	RBBP9 inh	NPY-Y1 PAM-ag	Runt-CBFb FRET	Runt-SMMHC FRET	Hck-Nef inh	MDM2 E3 inh	p97 inhibitor	NPY-Y2 PAM-ag
Cc1ccc(N2CCN(/N=C/c3ccccc3[N+](=O)[O-])CC2)cc1	10.4	3.5	-13.8	6.9	-5.0	3.6	-24.6	6.1	4.5
COc1ccc(S(=O)(=O)N(C)CC(=O)NCc2ccco2)cc1	-1.1	-6.8	0.7	1.7	2.3	0.1	2.9	1.0	-6.9
CCOC(=O)c1oc2c(c1C)C(=O)CCC2	2.9	-0.4	-3.0	-0.9	-2.4	-0.3	5.7	4.7	-3.8
CC(C)N(C(=O)CSc1nc2ccccc2c(=O)[nH]1)C(C)C	2.2	-11.6	2.9	-1.3	2.1	16.7	-9.8	0.3	-13.3
CC(C)Oc1ccc(C(=O)Nc2ccc(N3CCCC3)cc2)cc1	-7.4	-4.9	9.4	-3.9	3.8	5.4	-13.3	3.1	-8.5
CCCSC1=C(C#N)C(c2cccs2)C(C(=O)Nc2ccccc2)=C(C)N1 (centres undefined)	5.6	-11.0	-32.7	0.2	-0.7	7.4	·	-0.1	-10.2
CCc1cccc2c(C=C(C#N)C#N)cn(CC(=O)N3CCCCC3)c12	-2.8	-4.2	-18.4	91.4*	-14.1	2.2	-3.6	-1.8	-3.6
CCCCC(=O)Nc1ccc(NC(=O)c2ccc(C)c([N+](=O)[O-])c2)cc1OC	0.1	-2.3	-0.3	-1.2	3.6	1.2	-1.9	-1.4	8.1
Cn1c(=O)n(C)c2cc(S(=O)(=O)N3CCCc4ccccc43)ccc21	2.6	-6.1	0.4	0.4	-0.4	1.1	-6.4	2.4	-10.2
Cc1cc(C)c(N(C(=O)Cn2nnc3ccccc32)C(C(=O)NC(C)(C)C)c2ccsc2)c(C)c1 (centres undefined)	-1.8	-7.9	9.1	-2.1	-1.6	0.8	-6.4	-0.5	5.2
CCn1c(C)nc2cc(C(=O)n3cc(C(=O)c4ccccc4O)cn3)ccc21	9.0	5.0	18.4	6.5	-1.5	88.9*	-9.8	2.7	-2.8
CCN1CCN(c2nc(Nc3ccccc3)nc(N)c2[N+](=O)[O-])CC1	-3.1	-2.1	11.0	-3.9	3.5	1.7	-8.4	5.2	-1.1
CCOC(=O)Cn1nc2sc3ccccc3n2c(=O)c1=O	·	-8.9	-20.6	0.9	-3.3	7.8	-17.3	-6.0	-14.7
CCOC(=O)C1=C(CSc2nccn2C)NC(=O)NC1c1cc(C)ccc1C (centres undefined)	5.2	-0.3	4.9	2.8	1.3	-2.1	-5.3	1.8	-6.3
CCc1nn2cc(-c3ccccc3)nc2s1	27.7*	-8.2	3.9	-0.2	-1.9	-11.7	-94.1	-8.2	11.1
Cc1cccc(NC(=O)CN(c2ccc(C(C)C)cc2)S(=O)(=O)c2c(C)nn(C)c2C)n1	-3.1	0.2	12.1	-3.3	0.9	0.6	-14.6	-4.1	23.6
CC(=O)NN1C(=O)c2ccccc2NC1c1ccoc1 (centres undefined)	2.2	-5.0	0.4	·	1.9	2.0	-5.3	0.1	-0.3
CCOc1cccc(/C(O)=C2/C(=O)C(=O)N(CCOC)C2c2ccc(C)o2)c1 (centres undefined)	3.2	-3.1	-7.8	-0.7	1.4	-0.4	-75.3	3.6	1.9
COc1ccc(C(=O)Nc2cccc(/C=C/c3nc4ccccc4c(=O)[nH]3)c2)cc1	·	-14.5	-16.1	-3.9	1.9	56.1*	·	-1.2	-14.7
O=C(O)c1ccc(N/N=C/c2cc3ccccc3nc2Cl)cc1	·	-5.1	-16.8	5.3	-33.0	-3.9	-13.0	-0.7	-8.8

Structures listed above shown as hits in Runt-CBFb FRET.
SMILES	NPY Y1 blocker	RBBP9 inh	NPY-Y1 PAM-ag	Runt-CBFb FRET	Runt-SMMHC FRET	Hck-Nef inh	MDM2 E3 inh	p97 inhibitor	NPY-Y2 PAM-ag
CCc1cccc2c(C=C(C#N)C#N)cn(CC(=O)N3CCCCC3)c12	-2.8	-4.2	-18.4	91.4*	-14.1	2.2	-3.6	-1.8	-3.6

Next section.
SMILES	NPY Y1 blocker	RBBP9 inh	NPY-Y1 PAM-ag	Runt-CBFb FRET	Runt-SMMHC FRET	Hck-Nef inh	MDM2 E3 inh	p97 inhibitor	NPY-Y2 PAM-ag
Cc1onc(-c2ccccc2)c1C(=O)OCC(=O)Nc1cc(S(=O)(=O)N2CCOCC2)ccc1Cl	-5.2	-4.2	-18.6	-0.7	-1.6	26.5	1.2	-3.2	1.1
COC(=O)N[C@H](CC(C)=O)c1ccccc1	-3.7	-6.0	-1.6	1.0	-3.3	-6.7	·	4.2	-2.7
CCN(CC)C(=O)C(Sc1ccccc1)c1ccccc1 (centres undefined)	6.5	1.4	0.7	-0.7	0.5	2.4	0.2	-0.7	-1.2
Cc1cccc(-n2c3nc(=O)[nH]c(=O)c-3cc3c(C)nn(-c4ccccc4)c32)c1C	-4.2	10.2	-6.3	17.0	31.2	23.4	7.7	4.0	-4.5
Cc1cccc(N2CCN(C(=O)c3cccc(N4C(=O)C5CC=CC(C)C5C4=O)c3)CC2)c1C (centres undefined)	9.7	-5.6	-28.8	-13.7	-1.3	-17.3	-8.2	-5.4	-14.7
Cc1onc(-c2c(Cl)cccc2Cl)c1C(=O)NCC1CCCO1 (centres undefined)	-4.9	-1.1	14.2	-1.0	3.3	1.1	-21.5	0.9	10.1
COc1ccc(-n2c(=O)cc(N3CCCCCC3)[nH]c2=O)cc1	0.8	-0.5	-18.1	-1.4	0.4	-20.4	-5.5	2.7	4.3
COC(=O)c1cc2n(n1)CCN(Cc1ccc(C)cc1)C2=O	2.2	-5.4	5.1	-2.1	-10.6	0.7	-6.9	1.2	1.4
C=CCC1(O)CC(c2ccco2)NC(c2ccco2)C1CCC (centres undefined)	2.7	1.0	-16.1	19.8	2.7	2.0	-6.5	2.4	-6.0
COc1ccccc1NC(=O)CN1C(=O)NC(C)(C)C1=O	-2.9	-6.5	-1.9	-1.4	-3.1	1.1	-13.6	2.6	12.2
N#CC1=C(N)OC2=C(C(=O)CCC2)[C@]12C(=O)N(CC(N)=O)c1ccccc12	5.3	-1.6	5.0	-1.0	-2.8	1.2	1.5	7.3	-5.3
CCCCc1c(C)nc2ccc(C)cc2c1SCCC(=O)O	-1.9	1.3	-20.5	-0.7	-6.4	23.6	6.3	7.4	7.7
Cc1cc(C)c(NC(=O)CSc2nc3c(c(=O)n2C)SC(C)C3)c(C)c1 (centres undefined)	4.8	-7.5	-32.0	-1.4	-0.2	19.2	-31.0	-4.0	-2.6
Cc1cccc(C(=O)NCc2ccc(S(N)(=O)=O)cc2)c1[N+](=O)[O-]	4.4	-3.8	1.4	2.1	-5.6	0.3	-11.9	4.9	-6.3
O=c1[nH]c2cccnc2n1Cc1ccccc1	-0.6	5.5	-13.2	0.5	-7.1	4.4	-12.3	3.8	0.8
Cc1cc(-c2ccc(Br)cc2)n[nH]1	0.7	-2.5	10.8	-0.5	1.9	16.7	-15.2	4.1	-7.1
Cc1cccc(C)c1Nc1nc2ccccc2o1	1.2	-10.3	4.2	-2.9	2.5	1.3	-5.3	2.2	2.5
CC(C)(C)NC(=O)NC12CC3CC(CC(C3)C1)C2	4.1	2.1	-15.5	-0.9	1.9	22.7	-18.2	-1.1	9.9
CC(C)(C)c1ccc(C(=O)NNc2cc(N3CCCCC3)nc(N3CCCCC3)n2)cc1	-0.4	0.7	9.9	-9.6	-4.2	1.5	-18.0	5.3	-1.1
COc1ccc2[nH]c(=O)c(CN(C(=O)c3cccnc3)c3ccc(C)cc3)cc2c1	2.2	-4.4	25.1	-2.0	-2.4	-4.7	-6.8	-4.3	5.0
Cc1nc2c(C)cccn2c1C(=O)c1ccccc1	2.0	-6.6	-12.4	1.7	0.8	3.1	-23.8	-2.1	-6.9
S=C(Nc1ccccc1)N1CCn2cccc2C1c1cccnc1 (centres undefined)	0.2	-2.0	12.5	1.1	1.1	3.9	-7.2	9.2	9.8
O=C(CCn1c(=O)[nH]c2ccsc2c1=O)N1CCc2ccccc2C1	10.1	-0.1	-4.0	0.9	-8.6	-1.6	-1.4	7.0	4.2
CC1(C(=O)NC(=S)N(Cc2ccccc2)c2ccccn2)CC1(Cl)Cl (centres undefined)	-3.2	-8.2	-2.3	1.6	3.6	4.1	-0.2	-0.7	-4.9
CCOC(=O)NN1C(=O)c2ccccc2NC1C (centres undefined)	3.9	-6.7	-10.0	·	4.2	-2.2	-0.4	-0.8	1.5
CC1=NN(c2ccc(Cl)c(C(=O)O)c2)C(=O)C1	0.2	5.0	1.4	1.9	-0.8	4.3	-8.1	33.5*	-2.1
Cc1cc(C(=O)NP(=O)(N2CC(C)OC(C)C2)N2CC(C)OC(C)C2)c(C)n1C1CC1 (centres undefined)	3.1	1.9	12.4	0.0	0.6	20.3	-2.1	2.6	7.8
CCCCCCC(=O)Nc1c2c(nc3ccccc13)N(C)CC2	24.5*	6.2	-34.5	-4.6	-4.2	0.3	-23.4	-3.3	0.0
CC1(C)OC(=O)C(=CNc2ncccn2)C(=O)O1	-1.1	-9.6	-0.8	0.4	3.5	3.5	-5.2	3.8	4.5
CC(C)Oc1ccc(CCc2n[nH]c(=S)n2-c2ccccc2)cc1	-3.4	-5.6	-10.2	6.1	5.2	14.1	2.3	2.1	-0.9
Cc1ccsc1/C=C1/NC(=O)N(Cc2ccc(F)cc2)C1=O	10.8	0.9	-13.5	0.9	2.7	-13.6	-4.1	0.7	-2.5
CN(C)c1ccc(C=Nc2ccccc2)cc1	-5.1	-5.3	10.2	-1.5	-9.2	0.7	-7.2	-1.3	-23.7
COc1ccc(OC)c(NC(=O)C2CCCN2C(=O)C2CCC(C)CC2)c1 (centres undefined)	-3.0	-7.3	-10.4	1.9	0.0	20.3	-18.6	-1.3	3.3
Cc1cccc(NC(=O)CSc2nnc(-c3ccccc3)n2N)c1C	3.5	-14.2	-3.9	-1.7	-68.4	-0.6	-9.2	-1.8	-9.3
